D2 ag: HTS Assay for Allosteric Agonists of the Human D2 Dopamine Receptor: Primary Screen for Agonists; D(2) dopamine receptor (Homo sapiens), P14416; HEK293 T-REx D2 cells, calcium flux agonist mode; activation, % at 2 µM; 340,000 compounds, 0.53% hits;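 active means activation over 3 SD above normal in the single-dose calcium agonist read, cut at about 30% in these data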; further: 0% is about no effect
Target sequence (P14416 whole entry, looked up): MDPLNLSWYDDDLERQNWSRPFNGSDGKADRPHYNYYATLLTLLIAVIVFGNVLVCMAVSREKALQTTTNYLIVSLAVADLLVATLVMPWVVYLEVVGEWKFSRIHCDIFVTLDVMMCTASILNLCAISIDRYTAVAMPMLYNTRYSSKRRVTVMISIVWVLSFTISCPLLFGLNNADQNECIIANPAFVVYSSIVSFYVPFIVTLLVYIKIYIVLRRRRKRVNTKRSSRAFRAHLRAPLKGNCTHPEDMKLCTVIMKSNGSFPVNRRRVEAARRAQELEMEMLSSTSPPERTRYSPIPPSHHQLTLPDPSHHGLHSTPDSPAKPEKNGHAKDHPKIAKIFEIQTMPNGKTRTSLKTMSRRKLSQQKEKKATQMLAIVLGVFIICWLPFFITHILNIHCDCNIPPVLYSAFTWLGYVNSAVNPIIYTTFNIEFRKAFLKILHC
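Tetracycline-induced HEK293 T-REx cells with force-coupled D2 receptor, plated overnight at 30 C, loaded with no-wash calcium dye. After a 10 s baseline, compound was pin-added and calcium flux read kinetically for 180 s; calcium rises flagged agonists.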
D1 agonist: Allosteric Agonists of the Human D1 Dopamine Receptor: qHTS; D(1A) dopamine receptor (Homo sapiens), P21728; HEK293 T-REx D1 cells, calcium flux, agonist mode; activation, % at 2 µM; 360,000 compounds, 1% hits; AID 504660, 2011; further: 0% is about no effect
Target sequence (P21728 whole entry, looked up): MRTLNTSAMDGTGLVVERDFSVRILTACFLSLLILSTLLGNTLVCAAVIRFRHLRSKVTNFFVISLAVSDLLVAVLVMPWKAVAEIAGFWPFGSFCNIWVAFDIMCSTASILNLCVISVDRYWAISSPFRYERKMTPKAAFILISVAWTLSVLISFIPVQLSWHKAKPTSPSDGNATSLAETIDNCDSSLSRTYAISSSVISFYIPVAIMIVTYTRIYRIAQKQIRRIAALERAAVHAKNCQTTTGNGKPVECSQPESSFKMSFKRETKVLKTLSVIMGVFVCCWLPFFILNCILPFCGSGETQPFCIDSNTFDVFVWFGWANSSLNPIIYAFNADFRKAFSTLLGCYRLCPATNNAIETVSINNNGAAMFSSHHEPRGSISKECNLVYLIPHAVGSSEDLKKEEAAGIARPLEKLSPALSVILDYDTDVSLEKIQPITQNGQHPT
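Tetracycline-induced HEK293 TREx D1 cells, force-coupled to calcium signalling, were dye-loaded with a no-wash calcium kit. Compound was pin-added after a 10 s baseline. Fluorescence was read kinetically at 1 cycle/s for 180 s, with calcium rises flagged as agonism.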
D2 PAM: HTS Assay for Positive Allosteric Modulators of the Human D2 Dopamine Receptor: Primary Screen for Potentiators; D(2) dopamine receptor (Homo sapiens), P14416; HEK293 T-REx D2, calcium flux, EC20 dopamine potentiation; potentiation, % at 10 µM; 340,000 compounds, 0.34% hits;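 active means potentiation over 3 SD above the plate norm, cut at about 30% in these data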; further: 0% is about no effect
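Tetracycline-induced Hek293 Trex D2 cells, force-coupled to calcium, loaded with no-wash calcium dye. Compound added with 180 s kinetic read for agonism, then EC20 dopamine and a further 180 s read for potentiation.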
D1 antag: Antagonist of Human D 1 Dopamine Receptor: qHTS. 360,000 compounds, 3.2% hits. D(1A) dopamine receptor (Homo sapiens), P21728. HEK293 TREx D1 cells, calcium flux, dopamine EC80; stronger effect = lower value. activity change, negative = inhibition, % at 10 µM; in the data active means activity change below about -30%; further: on the % scale 0 is the no-effect control and ±100 the full control effect
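Allosteric or orthosteric antagonism assessed as attenuation of the calcium response to EC80 dopamine, added 180 s after compound, in induced HEK293 Trex D1 cells loaded with no-wash calcium dye.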
RXFP1 antagonist: qHTS Assay for Antagonists of the Relaxin Receptor RXFP1; AID 1259400, 2018; 350,000 compounds, 0.59% hits; activity change, negative = inhibition, % at 57.5 µM; HEK293-RXFP1, relaxin-stimulated cAMP HTRF, 30 min; stronger effect = lower value;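 active means activity change of -60% or lower, but not beyond a set lower limit; inconclusive means change between -60% and -40%, or beyond the set limit; inactive means change above -40%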; further: on the % scale 0 is the no-effect control and ±100 the full control effect
D2 antagonist: HTS Assay for Allosteric Antagonists of the Human D2 Dopamine Receptor: Primary Screen for Antagonists; HEK293 TREx D2 cells, calcium flux, dopamine EC80; inhibition, % at 10 µM; 340,000 compounds, 2% hits; in the data active means inhibition above about 30%; further: 0% is about no effect
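Antagonism is scored as inhibition of an EC80 dopamine-evoked calcium signal in a force-coupled, tetracycline-inducible HEK293 T-REx D2 line, with compound present 180 s before agonist.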
D1 potentiator: Potentiators of Human D1 Dopamine Receptor: qHTS; D(1A) dopamine receptor (Homo sapiens), P21728; HEK293 TREx D1 cells, calcium flux, dopamine EC20 potentiation; potentiation, % at 10 µM; 360,000 compounds, 0.036% hits; AID 504651, 2011; in the data active means potentiation above about 30%; further: 0% is about no effect
TRHR ag: qHTS for Small Molecule Agonists and Allosteric Enhancers of Human TRH Receptor: Primary Screen for Agonists; 360,000 compounds, 0.18% hits; TRHR cells, calcium flux fluo-8, FDSS agonist mode; Thyrotropin-releasing hormone receptor (Homo sapiens), P34981; activation, % at 2 µM; further: 0% is about no effect
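Steps: seed TRHR cells overnight; add fluo-8 no-wash Ca dye, RT 30 min–1.5 h; record 10 s baseline; pin-transfer compounds; monitor fluorescence 1 cycle/s for the agonist window. Calcium increases flag candidate agonists.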
TRHR enhancer: qHTS for Small Molecule Agonists and Allosteric Enhancers of Human TRH Receptor: Primary Screen for Enhancers; Thyrotropin-releasing hormone receptor (Homo sapiens), P34981; TRHR cells, fluo-8 calcium fluorescence, EC20 TRH enhancement; enhancement, % at 2 µM; 360,000 compounds, 0.66% hits; in the data active means enhancement above about 30%; further: 0% is about no effect
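Enhancer read-out: after compound pinning and an initial kinetic agonist-mode read, an EC20 of TRH (10 nM final) was injected and fluo-8 calcium signal (Ex 480/Em 530) followed at 1 s/cycle for 100 cycles in TRHR-expressing cells.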
Active calls of the source: *; u = inconclusive; x = no result given; & = joins results of further samples; ! = repeats disagree. Unless noted, no stated cut-off is given here; in the data, active means activation above about 30%; inactive means the rest.

canonical_smiles	D2 ag	D1 agonist	D2 PAM	D1 antag	RXFP1 antagonist	D2 antagonist	D1 potentiator	TRHR ag	TRHR enhancer
COC(=O)c1cccc(NC(=O)/C=C/c2ccc([N+](=O)[O-])cc2)c1	-1.0	5	-22	10	-8	-3	-3	-0.2	-4
O=C(NNc1c(Cl)cc(Cl)cc1Cl)c1n[nH]c(=O)c2ccccc12	x	3	x	27	2	x	-5	0.6	3
O=C1CSC(c2ccccn2)N1c1ccccc1F (stereo not drawn)	0.1	7	5	-3	-2	11	-3	0.0	5
CC(=O)Nc1ccc(NC(=O)Cc2ccc(S(=O)(=O)N3CCCCC3)cc2)cc1	0.8	4	-3	-11	-23	-29	-3	0.4	-1
COc1ccc(C)cc1NC(=O)CSc1nc(SC)ns1	-0.2	2	-12	22	-16	0	1	-0.5	-1
Cn1c(NCCO)nc2c1c(=O)n(Cc1cccc(Cl)c1)c(=O)n2C	1.4	2	13	16	2	-34	-2	1.2	6
CC(=O)Nc1nc(-c2ccc([N+](=O)[O-])cc2)cs1	x	-1	8	-9	-1	x	-5	0.1	3
COc1ccc(NC2=Nc3ccccc3N3C2=Nc2c(c(C)nn2-c2ccc(C)cc2)C3c2cccnc2)cc1 (stereo not drawn)	1.3	4	-5	-7	3	8	-3	1.1	11
Cc1cccc(NC(=O)NNC(=O)c2ccc(C)c([N+](=O)[O-])c2)c1	-1.4	2	-7	3	0	10	-3	-0.2	-3
CC1CCCCC1NC(=O)COC(=O)/C=C/c1ccc2c(c1)OCO2 (stereo not drawn)	-1.9	4	3	10	-10	0	1	-1.3	-1
CCN1C(=O)/C(=C2\C=Cc3ccccc3N2CC)SC1=S	0.5	-2	-4	-33*	18	3	-5	0.3	-8
CCOCCCNC(=S)N(CCN(CC)CC)Cc1cc2cc3c(cc2[nH]c1=O)OCCO3	0.0	4	10	1	3	22	-1	0.0	-2
CCOc1ccccc1CN(Cc1ccco1)S(=O)(=O)c1ccc(-n2cnnn2)c(OC)c1	1.2	8	-5	-11	16	2	-5	1.8	-2
CCOC(=O)C1CCN(S(=O)(=O)c2cn(C)c(C)n2)CC1	0.1	2	-15	-3	5	2	9	0.4	4
CN1CCN(C(=O)c2ccc(-n3cccc3)cc2)CC1	0.2	2	1	17	-14	-5	2	0.5	6
COc1ccc(-c2cc3c(=O)n(CC(=O)NCc4ccc(Cl)cc4)ncn3n2)cc1	-0.4	4	-1	6	12	-18	3	0.5	2
O=S(=O)(NCC(c1cccnc1)N1CCOCC1)c1ccc(Cl)cc1 (stereo not drawn)	0.5	2	-7	6	5	3	-1	0.2	-2
C=CCN1C=C2C(=O)C(C)(OC(=O)CCC(=O)OC)C(=O)C(Br)=C2C=C1c1ccc(OC)cc1 (stereo not drawn)	0.2	8	-1	-30	x	0	-1	1.4	0
O=C(Nc1ccc(F)cc1F)N1CCCN(CCOc2ccccc2)CC1	42*	1	-28	-11	0	7	-1	-0.2	0
CC1(C)CC2(CCO1)OC(=O)CC2C(=O)Nc1c(Cl)cccc1Cl (stereo not drawn)	-0.5	0	10	8	1	-7	2	-0.1	22
O=C(CSc1nc(C(F)(F)F)cc(=O)[nH]1)NCC1CCCO1 (stereo not drawn)	0.0	-1	-3	-13	1	1	2	0.2	5
CCOc1ccc(NC(=O)Cn2c(=O)oc3ccccc32)cc1	1.7	2	-2	6	2	16	-5	-0.8	5
CCOC(=O)C1=C(COC(=O)/C=C/c2cccc(Cl)c2)NC(=O)NC1C (stereo not drawn)	0.6	-1	7	-4	-15	-13	0	-0.7	9
O=C(OCC(=O)N(CCc1ccccc1)Cc1ccccc1)c1ccccc1O	x	23	-10	-18	-18	x	-4	3.5	-8
Cc1cc(C(=O)O[C@H]2[C@H](Cc3ccccc3)NS(=O)(=O)[C@H]3C[C@@H]4C=C[C@]23O4)ccc1[N+](=O)[O-]	-0.4	0	-6	-12	x	1	-12	-0.2	-1
COc1ccc(NC(C)=O)cc1CP(=O)(c1ccccc1)c1ccccc1	0.8	3	-5	26	-8	-11	7	0.3	-14
CC(=O)C12C3C4C(C5C1C3C5(Br)C41OCCO1)C21OCCO1 (stereo not drawn)	-0.4	1	4	0	23	7	4	-0.3	12
N#Cc1cc2cc3c(cc2nc1SCC(=O)N1CCOCC1)OCCO3	2.4	2	22	-11	-5	-15	1	-0.2	0
CSc1ncccc1C(=O)OCC(=O)NCc1ccc2c(c1)OCO2	-1.2	3	3	-11	5	11	1	-0.8	-2
COc1ccc(-c2nc3scc(CCNS(=O)(=O)c4cc(F)ccc4OC)n3n2)cc1OC	-1.7	-5	-5	x	-6	x	-1	0.2	0
Cc1ccc(NS(=O)(=O)c2ccc(Br)s2)nc1	-0.7	1	0	x	6	5	4	-0.3	5
COc1cc(OC)cc(C(=O)NNC(=S)NC2CC2)c1	0.7	0	4	-10	6	8	4	-0.8	2
O=C1c2ccccc2CN1C(CO)c1ccccc1 (stereo not drawn)	0.9	0	8	-3	7	20	1	1.4	-2
COc1cc(SC)ccc1C(=O)NNC(=O)c1cc(C)oc1C	0.7	3	10	0	4	-6	2	0.2	12
O=C(Cn1cc(SCc2ccc(Cl)cc2)c2ccccc21)N1CCOCC1	-0.4&-0.5	3&2	0&10	-15&2	u	-3	-3&-9	-0.2&0.6	10&-3
COc1ccc(-c2nn(-c3ccccc3C)cc2CNCc2cccnc2)cc1F	-1.9	1	-25	7	-11	39*	-7	0.2	12
Cn1cncc1C(=O)c1ccccc1	0.7	1	11	-9	1	-3	4	0.5	11
CCCN(CC(=O)Nc1ccccc1OC)C(=O)CCC(=O)c1ccc(F)cc1	-0.2	0	30*	-15	3	30	-1	-1.4	0
O=[N+]([O-])c1ccc(-c2nc(C(Cl)Cl)c3ccccc3n2)cc1	1.5	0	12	-6	5	0	0	0.7	-3
CC(C)(C)OC(=O)NC(=NCCCc1cn(CC(=O)N2CCN(C(=O)OC(C)(C)C)CC2)nn1)NC(=O)OC(C)(C)C	0.1	-1	12	-11	x	5	2	-0.6	-2

An excerpt of these results, with two lines to a compound:
Second line of a record – D2 ag, D1 agonist, D2 PAM, D1 antag, RXFP1 antagonist, D2 antagonist, D1 potentiator, TRHR ag, TRHR enhancer
> CSc1ncccc1C(=O)OCC(=O)NCc1ccc2c(c1)OCO2
    -1.2, 3, 3, -11, 5, 11, 1, -0.8, -2
> COc1ccc(-c2nc3scc(CCNS(=O)(=O)c4cc(F)ccc4OC)n3n2)cc1OC
    -1.7, -5, -5, x, -6, x, -1, 0.2, 0
> Cc1ccc(NS(=O)(=O)c2ccc(Br)s2)nc1
    -0.7, 1, 0, x, 6, 5, 4, -0.3, 5
> COc1cc(OC)cc(C(=O)NNC(=S)NC2CC2)c1
    0.7, 0, 4, -10, 6, 8, 4, -0.8, 2

(next part)
canonical_smiles	D2 ag	D1 agonist	D2 PAM	D1 antag	RXFP1 antagonist	D2 antagonist	D1 potentiator	TRHR ag	TRHR enhancer
COc1ccccc1CNCC(O)(c1ccc(Cl)cc1)c1ccc(Cl)cc1	-0.8	6	-7	23	-20	-4	1	0.7	2
CC(=O)Nc1ccc(C(=O)N(C2=NC(C)CS2)c2ccc(Cl)cc2)cc1 (stereo not drawn)	-0.1	12	16	-28	4	1	0	0.4	-3
CC(=O)c1ccc(OCCCC(=O)NC2CCCc3ccccc32)cc1 (stereo not drawn)	-0.9	0	-6	-32*	x	6	-1	-0.7	-3
COc1cc(OC)cc(C(=O)Nc2nnc(-c3cccnc3)o2)c1	0.2	3	-3	-1	-18	-3	-1	0.2	-3
COC(=O)CN1C(=O)C(O)(CC(=O)c2ccc(Cl)cc2)c2ccccc21 (stereo not drawn)	1.0	2	0	-2	x	9	-3	0.1	-9
CCOc1ccc(NC(=O)c2cn(C3CCCCC3)c(=O)c3c2c2ccccc2n3C)cc1	x	2	24	-3	-8	x	5	-0.2	1
CCN(CC)CCCn1c(=S)[nH]c2cc(C(=O)OC)ccc2c1=O	0.4	-1	-3	3	13	10	-4	0.0	-2
Cc1cccc(C)c1NC(=O)c1sc(Cl)nc1C	-0.3	1	-1	13	x	0	-4	-0.7	7
Cc1ccc2c(n1)CC(C)(C)CC2=O	-0.5	2	-4	-11	3	6	-1	-0.1	7
CC(C)CN(C(=O)c1cccc(Cl)c1)c1c(N)n(Cc2ccccc2)c(=O)[nH]c1=O	0.2	2	-7	24	-9	-12	-1	0.8	16
COC(=O)c1cn(-c2ccccc2)c(C)c1C(=O)OC	-0.3	50*	3	5	3	-27	-4	-0.2	6
Cc1c(C(=O)N2CCOCC2)sc2nc(-c3ccccc3)cn12	0.2	1	-4	-7	-2	-27	-7	0.4	-1
CCC(=O)Nc1ccccc1N1CCN(c2ccc(F)cc2)CC1	-2.1	-3	9	56	-28	13	-2	0.3	0
Cc1nc(/C(N)=N/OC(=O)c2c(-c3ccccc3Cl)noc2C)cs1	-0.1	1	8	-6	2	-4	-9	-0.1	1
CCn1c2ccccc2c2cc(NC(=O)c3ccc(=O)oc3)ccc21	4.7	16	-17	2	-31	3	0	8.3	-3
O=C(CN(C(=O)Cn1nnc(-c2ccc(F)cc2)n1)C1CCCC1)NC1CCCC1	0.3	0	10	5	-4	-8	-6	-0.4	8
COc1ccc(Cn2ccnc2SCC(=O)NC2CCCC2)cc1	0.1&0.0	6&0	10&-2	-67*!	9&-5	-1	4&-1	0.4&-0.1	-5&4
Cc1cccc(NC(=O)N2CCN3CCCCC3C2)c1C (stereo not drawn)	0.8	-1	3	13	-3	x	-1	0.2	1
COc1cccc(CN2CCN(c3cccc(C(F)(F)F)c3)CC2)c1OC	0.3	1	-24	-8	-18	16	-5	0.2	2
COC(=O)c1c(SCC(=O)Nc2ccccc2OC)[nH]c2ccccc2c1=O	x	1	5	10	x	x	0	0.1	3
OC(COc1ccc2c(c1)OCO2)CN1CCCCC1 (stereo not drawn)	x	2	x	-3	2	x	-4	0.1	1

Source: PubChem (National Center for Advancing Translational Sciences (NCATS))
